NALP1 yeast inh: blocks the NALP1 inflammasome reconstituted in yeast; inhibition, % at 10 µM; 0.61% of 280,000 active; S. cerevisiae NALP1/ASC/caspase-1 growth, X-gal OD620, 72 h; in the data active means inhibition mostly above about 24%, no sharp cut-off; inactive means mostly below about 32%; further: some compounds called inactive have numbers as strong as hits
MEKK2 WT-MEK5: raises or lowers MEK5 binding to wildtype human MEKK2 PB1 domain. bead flow cytometry, Alexa488-MEK5 binding to MEKK2 WT; actives lie on both sides. AID 1531. binding response (% of control), % at 10 µM. 1.1% of 290,000 active. Q9Y2U5; in the data active means binding response below about 67% or above about 130%
IDE act: activators of human insulin-degrading enzyme in cells; P14735; HEK cells, FAbeta-B cleavage, fluorescence polarization; 0% vehicle, 100% cell-free pure enzyme wells; activation, % at 5.96 µM; 0.073% of 340,000 active; AID 493087;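 active means activation above the mean of all tested compounds plus 3 SD, set per screening campaign, cut at about 17% in these data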
MEKK3 PB1 HTS: MEKK3-MEK5 PB1 interaction, increase or decrease; Q99759; bead-based flow cytometry, Alexa488-MEK5 binding to MEKK3; actives lie on both sides; 0 = blocked by unlabeled MEK5, 100 = vehicle; binding response (% of control), % at 10 µM; 1.4% of 290,000 active;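 active means binding response more than 3 SD above or below the average of its plate-row segment, actives on both sides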;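 further: Alexa488 bead fluorescence after subtracting the streptavidin-only scavenger bead signal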
MEKK2 mut-MEK5: signal of MEK5 binding to mutant human MEKK2 PB1 domain | percent response, % at 10 µM | 0.35% of 290,000 active | bead flow cytometry, Alexa488-MEK5 binding to MEKK2 mutant; in the data active means percent response above about 24%, passing the limit was not always enough; further: inactives centre near 1; some results filed as inactive read as strong as hits; reference of the scale not given here
p-CIP stab down: p/CIP protein destabilization | F442A p/CIP-EGFP cells, EGFP fluorescence, 16 h | AID 1984 | 0.01% of 290,000 active | decrease of EGFP signal, % at 10 µM | Q05BA5;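 active means EGFP signal decrease of at least 30% at 10 µM or well 3 SD below plate mean, unless failing retest; inactive means the rest, including hits failing retest or dose response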; further: some compounds called inactive have numbers as strong as hits; many of its hits are not listed in these tables
Target sequence (Q05BA5 1-1403): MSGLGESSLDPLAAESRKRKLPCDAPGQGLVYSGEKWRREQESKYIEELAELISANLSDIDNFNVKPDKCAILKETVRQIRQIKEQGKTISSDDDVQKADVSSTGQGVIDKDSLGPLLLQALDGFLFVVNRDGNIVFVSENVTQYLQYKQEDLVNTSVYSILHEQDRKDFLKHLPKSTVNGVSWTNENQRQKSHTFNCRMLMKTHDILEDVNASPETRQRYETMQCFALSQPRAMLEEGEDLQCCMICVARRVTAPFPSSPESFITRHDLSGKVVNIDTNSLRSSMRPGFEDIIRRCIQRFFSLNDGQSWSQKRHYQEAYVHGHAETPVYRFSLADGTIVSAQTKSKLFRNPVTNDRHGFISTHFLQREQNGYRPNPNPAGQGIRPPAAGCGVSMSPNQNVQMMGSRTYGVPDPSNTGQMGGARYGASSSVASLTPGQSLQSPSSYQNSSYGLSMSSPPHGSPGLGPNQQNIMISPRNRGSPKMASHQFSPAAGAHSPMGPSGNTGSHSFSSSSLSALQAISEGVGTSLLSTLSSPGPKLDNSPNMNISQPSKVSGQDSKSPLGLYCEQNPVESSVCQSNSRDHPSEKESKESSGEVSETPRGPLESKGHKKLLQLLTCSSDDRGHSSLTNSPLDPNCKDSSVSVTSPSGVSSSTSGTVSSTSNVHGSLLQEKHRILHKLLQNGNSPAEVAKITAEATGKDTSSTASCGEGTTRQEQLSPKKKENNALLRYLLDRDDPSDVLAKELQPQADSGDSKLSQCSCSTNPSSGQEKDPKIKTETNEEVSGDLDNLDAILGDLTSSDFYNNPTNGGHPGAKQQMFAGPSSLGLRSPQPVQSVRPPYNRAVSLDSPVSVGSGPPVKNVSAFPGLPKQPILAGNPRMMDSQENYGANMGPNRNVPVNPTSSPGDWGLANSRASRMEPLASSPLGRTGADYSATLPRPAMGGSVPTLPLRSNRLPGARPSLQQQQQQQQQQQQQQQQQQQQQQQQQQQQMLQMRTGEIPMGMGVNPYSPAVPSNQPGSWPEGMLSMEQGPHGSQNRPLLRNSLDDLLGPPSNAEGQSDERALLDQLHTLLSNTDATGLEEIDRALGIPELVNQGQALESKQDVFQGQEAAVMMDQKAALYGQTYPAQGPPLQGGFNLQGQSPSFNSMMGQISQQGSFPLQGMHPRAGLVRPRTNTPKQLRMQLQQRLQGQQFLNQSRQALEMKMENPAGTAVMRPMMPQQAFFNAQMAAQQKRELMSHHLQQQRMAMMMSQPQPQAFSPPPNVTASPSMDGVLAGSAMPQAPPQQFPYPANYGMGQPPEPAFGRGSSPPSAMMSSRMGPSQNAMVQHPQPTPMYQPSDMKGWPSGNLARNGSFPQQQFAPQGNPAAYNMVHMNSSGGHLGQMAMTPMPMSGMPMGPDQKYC
PfM18AAP inh: blocks P. falciparum M18 aspartyl aminopeptidase | recombinant PfM18AAP, H-Glu-NHMec fluorogenic cleavage | inhibition, % at 7.35 µM | 1.2% of 290,000 active;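 active means inhibition above the campaign mean inhibition over all tested compounds plus 3 SD, cut at about 28% in these data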;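 further: 0% = plate median of test compound wells and 100% = 2 mM ZnCl2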
IDE cell inh: cellular human IDE inhibition; AID 434962; 0.41% of 320,000 active; HEK cells, FAbetaB cleavage, fluorescence polarization; inhibition, % at 5.59 µM; P14735;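 active means percent inhibition above the average of all tested compounds plus 3 SD, set per screening campaign, cut at about 16% in these data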;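 further: IDE supplied by intact live HEK cells; FP after avidin binding of uncleaved biotin substrate so inhibition keeps polarization high; 0% = DMSO wells and 100% = 60 µM reference IDE inhibitor Ii1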
UBC9 SUMO inh: inhibitors of human SUMOylation (UBC9); P63279; HTRF SUMOylation assay, SAE1/SAE2 + UBC9, in vitro; inhibition, % at 35 µM; 0.36% of 290,000 active; in the data active means inhibition above about 50%, passing the limit was not always enough; further: strong numbers were not always called active
* hit, by the source's call; . = not tested or not shown; & = joins results of further samples; [ ] = remark or other dose.

compound	NALP1 yeast inh	MEKK2 WT-MEK5	IDE act	MEKK3 PB1 HTS	MEKK2 mut-MEK5	p-CIP stab down	PfM18AAP inh	IDE cell inh	UBC9 SUMO inh
N#Cc1cccc(NC(=O)COC(=O)c2ccccc2C(=O)c2ccc(Cl)c([N+](=O)[O-])c2)c1	7	86	1	86	-5	-1	-3	-1	10
O=C1CC(c2ccccc2)=NN1c1ccc([N+](=O)[O-])cc1	-2	89	-2	97	-11	6	1	1	13
COc1cc(NC(=O)C2=C(N3CCOCC3)/C(=C\c3ccc(N(C)C)cc3)CCC2)cc(OC)c1OC	31	105	-14	93	-1	-2	-3	8	-7
CSc1ccc2c(c1)C(N1CCN(C)CC1)Cc1ccccc1S2 (stereo not given)	20	150*	-2&5	108&108	8&41	2	0	0&2	7
Cc1cc(=O)[nH]c2c1cnn2Cc1ccccc1	3	95	0	95	-5	-8	0	3	11
CC(=O)Nc1ccc(C(O)(C(F)(F)F)C(F)(F)F)cc1	-14	90	-2	105	-9	-11	8	7	-17
COc1ccc(C)cc1NC(=O)CCCN1C(=O)CCC1=O	-11	101	9	94	2	-17	-3	0	2
COc1ccccc1CNC(=O)C1CCN(C(=O)NC2CCCCC2)CC1	-4	99	-4	103	0	6	-1	0	-5
COc1cccc(NC(=O)c2ccc(-n3cccn3)nc2)c1	0	113	-1	111	6	-20	5	3	9
COc1ccccc1C(=O)Nc1ccnn1C1CCN(C(=O)C2CCOC2)CC1 (stereo not given)	5	101	0	101	9	-6	-3	-2	16
Cc1ccc(CCNc2ccccc2C)cn1	-120	105	5	105	6	2	2	5	-1
COc1cc(C(=S)N2CCOCC2)cc(OC)c1O	.	57	-2	42*[inhibitor]	-17	-12	11	1	6
COc1ccc(-c2cn3nc(SCC(=O)NC4CCCCC4)ccc3n2)cc1	12	100	-2	96	-4	3	-2	-2	21
Cc1nc2cc(NCc3cc([N+](=O)[O-])ccc3O)ccc2n1Cc1ccccc1	4	98	4	92	-2	-42	-5	-4	-4
Cc1ccc2nc(SC(C)C(=O)Nc3cccc([N+](=O)[O-])c3)[nH]c2c1 (stereo not given)	7	101	3	99	1	-6	-3	4	-7
COc1cccc(N2CCN(CC(=O)NC(C)c3ccccc3)CC2)c1 (stereo not given)	7	104	6	97	4	2	-5	.	13
OCC1CCCN1C(=S)Nc1ccccc1 (stereo not given)	6	102	7	100	4	-11	-12	5	-6
O=C(CCNS(=O)(=O)c1ccc(Cl)cc1)OCC(=O)c1ccc[nH]1	13	85	0	77	-17	3	-4	-5	12
CCOC(=O)c1nc(Nc2ccc(OC)cc2)c2ccccc2n1	3	104	-4	99	2	-15	8	4	5
COc1ccc(N2C(=O)CC(NCc3ccncc3)C2=O)cc1 (stereo not given)	12	104	6	102	5	12	-6	2	-7
Cc1nonc1NCn1nnc2ccccc21	10	107	3	107	4	-7	-9	9	14
CCN(CC)C(=O)CSc1nc2cc3c(cc2c(=O)n1Cc1ccc(OC)cc1)OCO3	6	96	1	98	-1	-6	0	-2	-15
Oc1ccc2ccccc2c1C=Nc1ccccc1-c1nc2ccccc2[nH]1	-7	93	0	101	4	-1	-16	-1	29
Cc1cc(N2CCCC2=O)ccc1S(=O)(=O)NC1CCCCC1	27	96	0	99	-3	2	-11	-4	16
Cc1sc2ncnc(NCc3ccccc3)c2c1C	1	103	-1	98	12	-20	3	3	24
O=C(/C=C/Nc1cccc(F)c1)c1ccco1	15	115	5	111	5	1	6	1	24
Cc1onc(-c2c(F)cccc2Cl)c1C(=O)N1CCOC12CCCCC2	19	93	-2	99	-7	-5	2	1	-1
Cc1ccc(S(=O)(=O)N2CCC(C(=O)Nc3nnc(C45CC6CC(CC(C6)C4)C5)s3)CC2)cc1	27	101	.	102	2	0	-2	.	2
COc1ccccc1N1CCN(CCOc2c(OC)cccc2OC)CC1	28*	113	4	114	5	1	-6	-6	7
Cc1cccc[n+]1CC(=O)Nc1cccc([N+](=O)[O-])c1	8	94	8	98	-7	5	0	-2	12
O=C(CC(SCc1ccco1)c1ccc(O)cc1)c1cccs1 (stereo not given)	27	100	-8	101	3	2	25	10	6
CC(C)=C1C2CCC1C(C(=O)NCCc1ccccc1)C2C(=O)O (stereo not given)	31	101	1	101	0	-9	-6	-2	-12
CC1CC1c1ccc(/C=C(\C#N)C(=O)Nc2cccc(Cl)c2Cl)o1 (stereo not given)	9	109	-3	99	7	-4	1	6	-6
COc1ccc(-c2nc(-c3ccccc3)nc(Cl)c2C#N)cc1	-2	108	6	105	1	-2	-1	0	-10
Cn1nc(-c2ccccc2)c(C(=O)NC(C(=O)O)c2ccccc2)c1Cl (stereo not given)	10	102	.	104	3	7	-2	-2	5
CCOC(=O)c1sc2nc(N3CCOCC3)c3c(c2c1N)CC(C(C)C)OC3 (stereo not given)	7	96	2	98	-2	-11	1	1	24
COc1ccc(CCNC(=O)CSc2nc(C)cs2)cc1	37	115	6	107	15	18	-12	0	-16
O=C(OCc1cc2ccccc2[nH]c1=O)c1cccs1	14	109	-6	107	5	1	-3	4	0
COc1cccc(NC(=O)CN(C)C(=O)Cc2ccc(Cl)cc2Cl)c1	-10	100	-3	106	3	-1	3	1	0
O=C(CNC(=O)c1ccco1)Nc1cc(Cl)ccc1N1CCOCC1	-2	91	2	92	-3	-10	3	-1	-16
CC(C)(C)c1nc(S(=O)(=O)c2ccc(Cl)cc2)c(N2CCOCC2)o1	29	102	-1	101	2	-5	-2	11	8
O=C(Nc1ccc(Oc2cccnc2)cc1)C1CCN(Cc2cccc(Cl)c2)CC1	36*	113	6	101	1	10	7	1	-14
COc1ccc(C2c3c(ccc4ccccc34)Oc3ncn4nc(CO/N=C/c5ccccc5)nc4c32)cc1 (stereo not given)	-1	93	5	95	-1	2	-8	3	15
CCCCn1c(N)c(N(CC(C)C)C(=O)C2CCN(C(=O)c3ccc(F)cc3)CC2)c(=O)[nH]c1=O	9	104	3	105	9	-4	0	8	11
O=C(CN=C1NS(=O)(=O)c2ccccc21)OCC(=O)c1cc(F)ccc1F	17	80	4	89	-13	11	2	-2	4
CC(OC(=O)CN(C)S(=O)(=O)c1ccc(Cl)cc1)C(=O)Nc1cccc(Cl)c1 (stereo not given)	5	95	7	87	-7	-9	-1	-2	2
O=C(O)c1ccccc1C(=O)Nc1ccc(Oc2cccc(C(F)(F)F)c2)nc1	.	100	7	98	-9	-32	0	3	23
CN(C)CC1CCCCC1OC(=O)c1ccc(Cl)cc1 (stereo not given)	24	110	7	95	11	-9	-14	5	-19
O=C(O)/C=C\C(=O)NCc1ccccc1	2	111	4	113	3	2	0	-4	-19
CC(=O)Nc1ccc2[nH]ccc2c1	13	103	4	104	0	0	-1	-2	15
CSc1ccccc1OCc1cc(C(=O)N(C)C2CCCc3ccccc32)no1 (stereo not given)	-20	106	2	106	4	-7	-5	9	-6
CN(C(=O)CC1C(=O)NCCN1Cc1ccc(F)c(F)c1)C1CCCCC1 (stereo not given)	18	108	7	99	7	-7	-6	0	6
COCCNC(=S)N1CCN(c2nc(-c3ccccc3)cs2)CC1	13	110	-8	108	8	-5	6	3	-7
CC(C)(C)c1nnc2sc(SCC(=O)c3ccc4c(c3)OCCO4)nn2c1=O	11	106	3	105	5	19	3	-2	-2
COc1ccc(NC(=O)C2CCCN2S(=O)(=O)c2ccc(C)cc2)cc1 (stereo not given)	-2	105	3	109	9	1	-7	0	2
Cc1ccc(C)c(CSCc2nc3ccccc3[nH]2)c1	3	96	3	99	4	-16	-5	.	3
CN(C)/C=N/c1ncc(C(=O)c2ccc(Cl)cc2Cl)s1	1	90	0	83	-1	6	-1	-1	-5
C[C@@H]1CN(C2CCN(Cc3nc(C(c4ccccc4)c4ccccc4)no3)CC2)C[C@H](C)O1	1	102	5	104	-10	-2	-3	2	-6
Cc1cccnc1NC(=O)c1ccc(S(=O)(=O)N2CC(C)OC(C)C2)cc1 (stereo not given)	-14	97	8	104	-4	-13	-5	1	6
Cc1cc(C(=O)COC(=O)CC2Sc3ccccc3NC2=O)c(C)n1-c1ccc2c(c1)OCO2 (stereo not given)	34	89	2	96	-2	1	10	3	9

The list continues:
compound	NALP1 yeast inh	MEKK2 WT-MEK5	IDE act	MEKK3 PB1 HTS	MEKK2 mut-MEK5	p-CIP stab down	PfM18AAP inh	IDE cell inh	UBC9 SUMO inh
CCOC(=O)N1CCN(C(=O)c2ccc3nc(SCc4ccc(F)cc4)n(C)c3c2)CC1	4	.	3	.	.	-3	-6	7	7
c1ccc(N2CCN(c3nnnn3-c3ccccc3)CC2)cc1	-12	101	-1	100	-1	-17	15	0	-12
COc1ccc(-c2cc(C(=O)NC3=NCCS3)c3ccccc3n2)cc1OC	14	104	1	99	-5	-18	-1	1	4
COc1ccc(NC(=S)NC(NC(=O)CCl)C(Cl)(Cl)Cl)c([N+](=O)[O-])c1 (stereo not given)	12	99	-2	103	1	-7	-7	2	2
COc1ccc([C@H]2[C@H](C(=O)C(C)(C)C)N3N=Cc4ccccc4C3[C@]23N=C(c2ccccc2)OC3=O)cc1 (stereo not given in full)	7	91	-1	106	1	0	2	-1	23
CC1CCN(S(=O)(=O)c2cnc[nH]2)CC1	11	96	6	99	3	-8	-3	5	15
Cc1cc(=O)oc2cc(OCC3CC(c4ccc(Cl)cc4)=NO3)ccc12 (stereo not given)	-18	98	-11	101	3	-16	-15	1	0
Cc1nc(C)n(CC(O)COc2ccc(C(=O)c3ccccc3)cc2)n1 (stereo not given)	3	106	5	103	5	-1	-4	5	5
CCc1nc2ccc(C(=O)N3CCN(CC)CC3)cc2nc1CC	20	106	3	103	2	7	-3	2	-9
COc1cc(/C=N/NC(=O)c2cc(-c3ccco3)nc3ccccc23)cc(OC)c1O	7	97	6	94	-6	0	12	3	60
Cc1ccc(C(=O)NCC(=O)OCC(=O)c2ccc3c(c2)NC(=O)CO3)cc1	15	101	0	102	6	3	-3	4	4
COc1cc(C(=O)N/N=C(\Cc2ncc[nH]2)c2ccccc2)cc(OC)c1OC	-8	106	3	105	5	2	10	-1	15
O=C1CSC(c2ccccc2Br)N1c1ccc(Cl)cn1 (stereo not given)	21	84	5	89	-9	-10	4	-1	-8
NC(=O)CC(NC(=O)Cc1cccc2ccccc12)c1ccc(NCc2ccccn2)c([N+](=O)[O-])c1 (stereo not given)	.	99	-3	106	5	-11	.	-3	9
COc1ccc(OC)c(CN2CCCC(CCC(=O)N(C)CCc3ccccn3)C2)c1 (stereo not given)	10	113	2	105	19	-5	-2	1	9
COc1ccccc1CC(=O)N1CCN(S(=O)(=O)c2ccccc2)CC1	20	98	9	102	-4	-6	-3	-2	4
CC(C)Sc1cc(N2CCOCC2)nc(-c2ccc(Cl)cc2)n1	5	101	5	92	-7	-11	2	4	-18
O=C(Nc1cc2c(cc1Cl)OCCCO2)c1ccco1	16	103	0	97	0	11	-10	2	-5

Record cards (already shown). Values in the order: NALP1 yeast inh | MEKK2 WT-MEK5 | IDE act | MEKK3 PB1 HTS | MEKK2 mut-MEK5 | p-CIP stab down | PfM18AAP inh | IDE cell inh | UBC9 SUMO inh
Listed for Cc1nc2cc(NCc3cc([N+](=O)[O-])ccc3O)ccc2n1Cc1ccccc1 = 4 | 98 | 4 | 92 | -2 | -42 | -5 | -4 | -4
Listed for COc1cc(C(=S)N2CCOCC2)cc(OC)c1O = . | 57 | -2 | 42*[inhibitor] | -17 | -12 | 11 | 1 | 6

Bioassay records from PubChem.

This is a subset; the hit share may differ from the screen's.
